IMP-1 inhibitor: blocks Pseudomonas aeruginosa IMP-1 metallo-beta-lactamase; inhibition, % at 5.6 µM; 290,000 tested, 0.45% active; AID 1556; purified IMP-1, nitrocefin hydrolysis, epi-absorbance fluorescence;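 active means inhibition above the mean plus 3 SD of all compounds in the same screening run, cut at about 4.5% in these data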;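 further: 0% = IMP-1 with DMSO and 100% = DMSO wells lacking enzyme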
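Assay system: purified IMP-1; Quantity: IMP-1 0.2 nM before substrate addition; Medium: HEPES buffer pH 7.1 with ZnSO4 and Brij 35; Incubation: 15 min enzyme–compound preincubation, then 25 min nitrocefin reaction, 25 °C; Signal: fluorescence quenching readout, ex 480/em 530 nm; Controls: DMSO with and without IMP-1; Repeats: singlicate testing.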
MEKK3 PB1 HTS: modulators (inhibitors or enhancers) of MEK5 binding to human MEKK3 PB1 domain; Q99759; bead-based flow cytometry, Alexa488-MEK5 binding to MEKK3; actives lie on both sides; 0 = blocked by unlabeled MEK5, 100 = vehicle; binding response (% of control), % at 10 µM; 290,000 tested, 1.4% active; AID 1529;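 active means binding response more than 3 SD above or below the average of its plate-row segment, actives on both sides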;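 further: Alexa488 bead fluorescence after subtracting the streptavidin-only scavenger bead signal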
Target sequence (Q99759 whole entry, looked up, the tested form may be a part): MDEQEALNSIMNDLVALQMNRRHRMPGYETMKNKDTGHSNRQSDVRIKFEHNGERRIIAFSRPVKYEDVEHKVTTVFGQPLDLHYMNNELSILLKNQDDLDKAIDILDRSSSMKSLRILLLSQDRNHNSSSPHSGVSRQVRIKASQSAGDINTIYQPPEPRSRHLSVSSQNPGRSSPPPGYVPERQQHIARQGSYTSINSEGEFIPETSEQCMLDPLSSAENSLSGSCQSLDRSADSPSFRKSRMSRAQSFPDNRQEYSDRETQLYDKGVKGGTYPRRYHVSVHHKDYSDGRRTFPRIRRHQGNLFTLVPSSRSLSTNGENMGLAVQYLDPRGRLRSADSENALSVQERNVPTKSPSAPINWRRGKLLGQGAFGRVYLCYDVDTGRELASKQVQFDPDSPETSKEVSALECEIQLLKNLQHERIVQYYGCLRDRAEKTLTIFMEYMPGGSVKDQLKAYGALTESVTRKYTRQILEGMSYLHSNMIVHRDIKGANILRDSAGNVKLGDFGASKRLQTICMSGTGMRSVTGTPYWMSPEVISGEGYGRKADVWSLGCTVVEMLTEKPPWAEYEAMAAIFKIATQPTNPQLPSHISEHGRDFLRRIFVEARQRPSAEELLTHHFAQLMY
VIM-2 inhibitor: inhibitors of Pseudomonas aeruginosa VIM-2 metallo-beta-lactamase; purified VIM-2, nitrocefin hydrolysis, epi-absorbance fluorescence; AID 1527; 290,000 tested, 0.89% active; inhibition, % at 5.6 µM;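 active means inhibition above the mean of all tested compounds plus 3 SD, cutoff set per screening run, cut at about 7.5% in these data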;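 further: red hydrolysis product quenches plate fluorescence so inhibitors raise well fluorescence; 0% = enzyme with DMSO and 100% = DMSO without enzyme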
DNA FID counter: counter-screen for HCV NS3 helicase inhibitors: DNA intercalator displacement; inhibition, % at 7.9 µM; 290,000 tested, 0.17% active; AID 1845; DNA fluorescent intercalator displacement, fluorescence; in the data active means inhibition above about 37%;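 further: 0% = vehicle and 100% = reference compound; higher means more ethidium bromide displaced from hairpin DNA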
NS3 helicase inh: inhibitors of Hepatitis C virus NS3 helicase; 290,000 tested, 0.56% active; inhibition, % at 10.9 µM; NS3 helicase DNA unwinding, Cy5 molecular beacon fluorescence;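 active means inhibition above the mean of all tested compounds plus 3 SD, set per campaign, cut at about 35% in these data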;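 further: 0% = DMSO wells and 100% = thioflavine S control wells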
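Control set: DMSO versus 110 µM thioflavine S; Material: NS3 helicase fragment of HCV; Measured by: Cy5 fluorescence at 0 and 60 min, beacon hairpin quenching; Read-out basis: percent inhibition from t60/t0 fluorescence ratio; Times: reaction time 60 min, 25 °C; Repeats: single replicate; Compound dosing: single dose, 10.9 µM nominal final, DMSO 0.8% final.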
IDE act: boosts human insulin-degrading enzyme activity in HEK cells; FAbeta-B cleavage, fluorescence polarization; 0% vehicle, 100% cell-free pure enzyme wells; activation, % at 5.96 µM; P14735; 340,000 tested, 0.073% active;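 active means activation above the mean of all tested compounds plus 3 SD, set per screening campaign, cut at about 17% in these data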
p-CIP stab down: compounds decreasing mouse p/CIP protein stability; F442A p/CIP-EGFP cells, EGFP fluorescence, 16 h; 290,000 tested, 0.01% active; Q05BA5; decrease of EGFP signal, % at 10 µM;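 active means EGFP signal decrease of at least 30% at 10 µM or well 3 SD below plate mean, unless failing retest; inactive means the rest, including hits failing retest or dose response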; further: some compounds called inactive have numbers as strong as hits; many of its hits are not listed in these tables
UBC9 SUMO inh: blocks human SUMOylation mediated by UBC9; HTRF SUMOylation assay, SAE1/SAE2 + UBC9, in vitro; inhibition, % at 35 µM; 290,000 tested, 0.36% active; AID 2006; in the data active means inhibition above about 50%, passing the limit was not always enough; further: strong numbers were not always called active
PHOSPHO1 inh: blocks human PHOSPHO1 phosphatase activity | recombinant PHOSPHO1, absorbance phosphatase assay | inhibition, % at 13.3 µM | 290,000 tested, 1.1% active; in the data active means inhibition above about 60%
Target sequence (Q8TCT1 whole entry, looked up): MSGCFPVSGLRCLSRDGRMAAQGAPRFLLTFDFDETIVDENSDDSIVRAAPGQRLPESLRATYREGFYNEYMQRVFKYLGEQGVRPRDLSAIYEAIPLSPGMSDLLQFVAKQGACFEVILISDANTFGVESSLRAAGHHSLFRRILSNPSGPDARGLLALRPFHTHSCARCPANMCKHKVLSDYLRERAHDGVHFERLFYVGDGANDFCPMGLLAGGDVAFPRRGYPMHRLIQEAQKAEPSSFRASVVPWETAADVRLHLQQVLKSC
Numbers without * were called inactive; . = not tested or not shown.

SMILES	IMP-1 inhibitor	MEKK3 PB1 HTS	VIM-2 inhibitor	DNA FID counter	NS3 helicase inh	IDE act	p-CIP stab down	UBC9 SUMO inh	PHOSPHO1 inh
CCOC(=O)N1CCC(NC(=O)Cn2ncc3c4ccccc4n(C)c3c2=O)CC1	-1.8	98	-3.0	-11	2	-4	2	23	-11
COc1ccc(N2C(=O)CCC2(C#N)c2ccc(OC)cc2)cc1 (stereo not given)	-2.2	104	-3.0	-8	6	1	-5	8	35
O=C(COC(=O)c1ccco1)Nc1ccc2c(c1)OCO2	-0.8	98	-0.2	-1	-6	1	5	26	-1
CC(=O)Nc1ccc(Oc2ncccn2)c(Cl)c1	-5.3	106	-3.4	1	3	-5	-20	24	-9
Cc1ccc(C(=O)CN(Cc2ccccc2)C2=NCCS2)cc1	-3.6	103	-3.1	12	-11	-1	-3	7	-7
Cc1cc(N/N=C/c2ccccc2Br)nc2ccccc12	-1.4	99	-2.4	-11	2	4	1	-5	-8
CCOC(=O)C1=C(c2ccccc2)NC(=O)NC1c1ccc(O)c(OCC)c1 (stereo not given)	-3.8	95	-2.6	-10	-2	6	-2	1	9
COc1cc(/C=C(\NC(C)=O)C(=O)NC(C)(C)CC(C)(C)C)ccc1OC(C)=O	-1.7	99	-3.9	-30	4	-3	-12	19	-1
c1ccc(OCc2nn3c(Cn4cnc5ccccc54)nnc3s2)cc1	-3.3	94	1.5	-17	-13	-2	-4	13	20
COc1ccc(C(c2nnnn2Cc2ccccc2)N2CCN(C(=O)c3ccco3)CC2)cc1 (stereo not given)	-2.7	84	0.2	-28	-2	-5	-2	7	14
CCC1(C)Cc2c(sc3nnn(CC(=O)Nc4ccc(C)cc4)c(=O)c23)CO1 (stereo not given)	-1.6	100	-3.5	0	6	7	7	-21	-7
Cc1cccc(NS(=O)(=O)c2nnc(NC(=O)c3cccc(C)c3)s2)c1	-3.4	105	-1.6	-14	-16	-1	1	6	20
O=C1CCCN2N=C(SCC(=O)Nc3ccc(F)cc3F)SC2=N1	-1.1	103	-1.3	-6	-32	-1	-8	12	40
O=C(CN1C(=O)NC2(CCCCC2)C1=O)N1CCN(S(=O)(=O)c2ccccc2)CC1	-3.1	100	-3.1	-8	-8	1	-5	-4	28
COc1ccccc1/C=N\Nc1cn[nH]c(=O)c1Cl	-2.2	103	-3.9	-11	2	4	-7	12	-13
CCn1c(CNc2ccc(F)cc2)nnc1SCC(=O)OC1CCCCC1	0.3	107	-0.2	-27	4	-1	-5	16	19
CCCN1C(=O)C(Cc2nc3ccccc3c(=O)n2-c2ccccc2)c2cc(C)ccc21 (stereo not given)	-2.7	102	-1.1	-5	13	7	-14	-1	-7
CCCCOc1cccc(C(=O)N(Cc2cccs2)C2CCS(=O)(=O)C2)c1 (stereo not given)	-2.1	106	-1.4	-25	5	1	-1	5	-7
FC(F)(F)c1nnc2ccc(Cl)nn12	-2.8	103	-1.7	1	2	5	-8	6	-11
CCN(CC)CCN1C(=O)C(=O)/C(=C(/O)c2ccc3c(c2)CC(C)O3)C1c1ccc(OC)cc1 (stereo not given)	-3.8	105	-3.3	-14	2	4	-7	6	25
COc1cc(/C=N/Nc2nncn2N)ccc1OCc1c(C)no[n+]1[O-]	-0.6	92	1.6	2	-12	-2	12	15	33
Cc1ccc2cn[nH]c2c1N	-2.0	90	-1.5	3	-5	2	10	11	38
CCc1c(C)nc(N2CCN(Cc3ccc4c(c3)OCO4)CC2)[nH]c1=O	-2.1	105	-2.0	-12	-1	2	-11	-2	.
C/C(=N\N=C1\NC(=O)CC(C(=O)O)S1)c1cccs1 (stereo not given)	-3.9	87	-1.2	-3	2	9	-4	38	19
Cc1ccc(-n2ncc3c(=O)n(CC(=O)N4CCN(c5ccccc5)CC4)cnc32)cc1C	-2.5	104	-1.9	-3	-4	2	-10	-2	38
Clc1ccc(OCc2nn[nH]n2)cc1	-1.1	105	-1.3	3	10	6	-12	8	8
Cn1ncc([N+](=O)[O-])c1C(=O)n1nnc2ccccc21	-3.7	105	-0.9	2	18	4	-1	6	9
NC(=O)NOCc1ccccc1F	-4.3	99	-2.2	-2	9	.	-6	-2	37
CCN(CC)CCCNC1CCS(=O)(=O)C1 (stereo not given)	-3.1	96	-2.7	4	3	0	-14	4	7
CC(C)c1ccc(C(=O)N(c2ccccn2)C(C)c2ccco2)cc1 (stereo not given)	-0.8	101	-1.3	-26	-3	5	0	13	21
Cc1cccc2c(N)c3c(nc12)N(C)CC3	-2.7	100	3.0	-3	-6	2	-12	6	42
COc1ccc(C[C@H]2CN3C(=NC[C@@H]3Cc3ccccc3)N2C[C@H](C)NC(=O)CCC2CCCCC2)cc1	.	109	.	.	.	.	-5	-28	22
N#C/C(=C\c1ccc(OCC(N)=O)cc1)C(=O)NC1CC1	-2.7	98	-3.3	-3	-1	2	10	1	26
O=C(CCN1C(=O)C2CCCCC2C1=O)Nc1cc(F)ccc1F (stereo not given)	-1.5	102	-1.0	-1	6	10	-38	7	-29
O=c1[nH]c(C2C3CC4CC(C3)CC2C4)nc2ccccc12 (stereo not given)	-2.2	100	-0.3	-8	-2	-5	8	10	-2
Cc1ccc(CNC(=O)Cn2cc(C(F)(F)F)ccc2=O)cc1	-4.5	96	-2.9	-5	-4	5	-12	-13	-5
O=C(Nc1ccc(-c2cscn2)cc1)C1CCCN(Cc2ccc(CO)o2)C1 (stereo not given)	-1.8	105	1.8	0	3	3	-3	-4	56
CCOC(=O)c1nc(C)n(-c2cc(Cl)cc(Cl)c2)n1	-0.3	98	1.7	-5	3	2	5	15	13
CCOC(=O)C1=C(N)N2C(=O)C(C)SC2=C(C(=O)OCC)C1c1ccc(O)cc1 (stereo not given)	0.4	74	0.2	-29	39*	7	-5	11	28
O=C(CSc1nnc(CNc2ccc(F)cc2)n1Cc1ccco1)NC1CC1	-0.6	103	0.0	-9	6	-5	-3	5	59
COc1ccc(CNC(=O)CN(Cc2ccc(OC)cc2)C(=O)CCC(=O)Nc2nccs2)cc1	-1.2	97	-4.7	-41	2	2	2	3	0
NS(=O)(=O)c1ccc(Nc2nc(-c3ccc(O)cc3O)cs2)cc1	-1.8	103	-0.6	5	-9	2	-13	20	5
Cc1nnc(C)c2c(C)n(-c3ccccc3N)c(C)c12	-1.4	89	-2.3	-9	1	-1	-7	15	1
CCOC(=O)Cn1c(=O)c2c(nc3n2CC(C)CN3Cc2ccccc2)n(C)c1=O (stereo not given)	0.5	98	5.6	-51	-6	9	-5	10	35
COc1cc(NC(=O)c2cc3c(C)nc4ccccc4c3o2)cc(OC)c1OC	-3.2	96	3.5	-32	-3	-2	-5	18	7
CCOc1ccc(N2C(=O)c3cccnc3C2Nc2ccc(F)cc2)cc1 (stereo not given)	0.1	97	-1.4	-10	-5	3	5	-16	18
COc1ccc(NC(=O)NC2CCCc3ccccc32)cc1 (stereo not given)	-3.1	106	-2.2	-26	-2	2	-9	9	26
O=C(Cc1ccccc1)N/N=C/c1cc(Br)cs1	0.4	106	1.7	-15	1	3	-2	5	32
CCc1c(C(=O)Nc2cc(C)ccc2OC)[nH]c(C)c1C(C)=O	-2.9	98	-2.2	-12	-5	0	14	2	31
CCOC(=O)CC1=C(C#N)C(c2cccnc2)C(C(=O)OCC)=C(N)O1 (stereo not given)	-2.5	111	1.7	-15	5	-5	-7	-2	16
CCCCNC(=S)N1CCN(C)CC1	-4.5	100	1.1	4	2	5	-14	3	0
O=C(O)c1cccc(NC(=S)N/N=C/c2cccc(O)c2)c1	-3.4	95	32*	1	1	2	8	-2	-25

In the list so far, these have an aryl methoxy group.
SMILES	IMP-1 inhibitor	MEKK3 PB1 HTS	VIM-2 inhibitor	DNA FID counter	NS3 helicase inh	IDE act	p-CIP stab down	UBC9 SUMO inh	PHOSPHO1 inh
COc1ccc(N2C(=O)CCC2(C#N)c2ccc(OC)cc2)cc1 (stereo not given)	-2.2	104	-3.0	-8	6	1	-5	8	35
COc1cc(/C=C(\NC(C)=O)C(=O)NC(C)(C)CC(C)(C)C)ccc1OC(C)=O	-1.7	99	-3.9	-30	4	-3	-12	19	-1
COc1ccc(C(c2nnnn2Cc2ccccc2)N2CCN(C(=O)c3ccco3)CC2)cc1 (stereo not given)	-2.7	84	0.2	-28	-2	-5	-2	7	14
COc1ccccc1/C=N\Nc1cn[nH]c(=O)c1Cl	-2.2	103	-3.9	-11	2	4	-7	12	-13
CCN(CC)CCN1C(=O)C(=O)/C(=C(/O)c2ccc3c(c2)CC(C)O3)C1c1ccc(OC)cc1 (stereo not given)	-3.8	105	-3.3	-14	2	4	-7	6	25
COc1cc(/C=N/Nc2nncn2N)ccc1OCc1c(C)no[n+]1[O-]	-0.6	92	1.6	2	-12	-2	12	15	33
COc1ccc(C[C@H]2CN3C(=NC[C@@H]3Cc3ccccc3)N2C[C@H](C)NC(=O)CCC2CCCCC2)cc1	.	109	.	.	.	.	-5	-28	22
COc1ccc(CNC(=O)CN(Cc2ccc(OC)cc2)C(=O)CCC(=O)Nc2nccs2)cc1	-1.2	97	-4.7	-41	2	2	2	3	0
COc1cc(NC(=O)c2cc3c(C)nc4ccccc4c3o2)cc(OC)c1OC	-3.2	96	3.5	-32	-3	-2	-5	18	7
COc1ccc(NC(=O)NC2CCCc3ccccc32)cc1 (stereo not given)	-3.1	106	-2.2	-26	-2	2	-9	9	26
CCc1c(C(=O)Nc2cc(C)ccc2OC)[nH]c(C)c1C(C)=O	-2.9	98	-2.2	-12	-5	0	14	2	31

An excerpt of these results, with bars between the fields:
molecule | IMP-1 inhibitor | MEKK3 PB1 HTS | VIM-2 inhibitor | DNA FID counter | NS3 helicase inh | IDE act | p-CIP stab down | UBC9 SUMO inh | PHOSPHO1 inh
NS(=O)(=O)c1ccc(Nc2nc(-c3ccc(O)cc3O)cs2)cc1 | -1.8 | 103 | -0.6 | 5 | -9 | 2 | -13 | 20 | 5
Cc1nnc(C)c2c(C)n(-c3ccccc3N)c(C)c12 | -1.4 | 89 | -2.3 | -9 | 1 | -1 | -7 | 15 | 1

The list is partial; the hit share may differ from the screen's.
